# Screening results: PubChem, several laboratories
# KLF5 inhibitor: kruppel-like factor 5 inhibition | DLD-1 KLF5 promoter-luciferase reporter, luminescence | inhibition, % at 5 µM | 0.23% of 290,000 active | AID 1700;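 active = inhibition above a per-plate limit of that plate's mean compound inhibition plus 3 SD, cut at about 60% in these data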;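 also: 0% = DMSO wells and 100% = LY294002 at 200 µM; higher means less KLF5 promoter-driven luciferase light; inactives centre near -14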
# Dyrk1A ADPGlo: inhibitors of rat Dyrk1A kinase; Q63470; ADP-Glo luminescence, NFATc1 peptide; inhibition, % at 12.5 µM; 0.43% of 310,000 active; in the data active = inhibition above about 50%;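 also: plate controls were vehicle with enzyme for no effect and no enzyme for full effect; many of its hits are not listed in these tables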
# Platelet DG rel: platelet dense granule release activity; human platelet-rich plasma, SFLLRN dense granule ATP release, luminescence; inhibition, %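 (compounds screened at 7.5 µM in platelet-rich plasma)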; 0.22% of 300,000 active;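 active = mean replicate score, as percent of positive control, at or above 50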
# HSP90 inh: inhibitors of HSP90 luciferase refolding in rabbit reticulocyte lysate | luciferase refolding luminescence, 3 h | inhibition, % at 5.6 µM | 0.91% of 290,000 active | AID 1789;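 active = inhibition above the screen-wide mean plus 3 SD, computed separately per campaign, cut at about 16% in these data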;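 also: 0% = DMSO wells and 100% = 60 µM geldanamycin wells; inhibitors lower the luminescence because luciferase stays unfolded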
# aSyn UTR inh: MLPCN primary screen, SNCA 5' untranslated region | alpha-synuclein 5'UTR reporter, inhibitor activity | AID 1813 | inhibition, % (tested at 7.5 µM) | 0.82% of 300,000 active; in the data active = inhibition above about 60%;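 also: H4 neuroglioblastoma cells stably carrying SNCA 5'UTR luciferase fusion; 0% = DMSO wells and 100% = positive control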
# HSF1 inh: HSF1 inhibition; NIH3T3-HGL HSE-luciferase, MG132-induced, luminescence 8 h; active compounds read low; 0.77% of 300,000 active; activity change, negative = inhibition, % at 7.5 µM (by protocol); AID 2098;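 active = more than half of replicate wells show activity change below -50%, luminescence cut by over half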;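 also: luciferase reports HSF-1 transcriptional activity via heat shock element; 0% = median of DMSO wells and -100% = zero luminescence signal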
# GSK3beta inhib: human GSK3beta kinase inhibition; activity score (negative = inhibition), % at 10 µM; P49841; GST-GSK3beta kinase, ADP-Glo luminescence, 60 min; active compounds read low; 0.038% of 300,000 active;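 active = more than half of replicate wells score below -50%, meaning over 50% inhibition versus plate controls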;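 also: 0% = median DMSO wells and -100% = median GW8510 positive control wells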
# Target sequence (P49841 whole entry, looked up): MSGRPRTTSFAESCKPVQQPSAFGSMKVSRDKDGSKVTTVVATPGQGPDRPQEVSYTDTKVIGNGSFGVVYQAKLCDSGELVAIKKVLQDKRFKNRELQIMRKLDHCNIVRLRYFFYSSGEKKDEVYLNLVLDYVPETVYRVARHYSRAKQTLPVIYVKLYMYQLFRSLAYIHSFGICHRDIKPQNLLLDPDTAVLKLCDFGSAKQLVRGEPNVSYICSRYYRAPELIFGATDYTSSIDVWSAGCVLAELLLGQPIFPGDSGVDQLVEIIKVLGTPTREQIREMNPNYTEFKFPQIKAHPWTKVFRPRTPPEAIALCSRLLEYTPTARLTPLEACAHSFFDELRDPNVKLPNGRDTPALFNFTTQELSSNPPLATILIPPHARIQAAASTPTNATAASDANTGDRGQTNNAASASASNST
#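 Test system: GST-tagged human GSK3beta kinase, cell-free; evaluation: activity score scaled between in-plate DMSO and GW8510 controls; measured by: ADP-Glo luminescence; incubation: 60 min reaction, RT; benchmarks: DMSO and 20 µM GW8510; reagent: peptide substrate plus 25 µM ATP (final); medium: Tris/MgCl2 kinase buffer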
# HSF1 activator: increases HSF-1 driven luciferase reporter signal; NIH3T3-HGL HSF-1 luciferase reporter, MG132, 8 h; 100% = twice DMSO control signal; activation, % at 9 µM; AID 504408; 1.7% of 300,000 active;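 active = mean replicate activation of at least 50% with a set share of replicates each reaching 50%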;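 also: 0% = median of the neutral control wells and 100% = twice that signal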
# IEC-6 tox: kills IEC-6 intestinal cells in KLF5 counter-screen | inhibition, % at 5 µM | 0.78% of 290,000 active | AID 1825 | IEC-6 cytotoxicity, luminescence viability; in the data active = inhibition above about 22%;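 also: 0% = plate median of test compound wells and 100% = cytotoxic reference compound wells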
# GSK3 alpha inh: inhibitors of human GSK-3 alpha kinase; P49840; ADP-Glo luminescence, 60 min; inhibition, % at 10 µM; 0.1% of 320,000 active;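 in the data active = inhibition above about 50%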;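 also: GST-tagged GSK-3 alpha with peptide substrate and 25 µM ATP; 0% = DMSO neutral wells and 100% = GW8510 positive control wells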
# Target sequence (P49840 whole entry, looked up): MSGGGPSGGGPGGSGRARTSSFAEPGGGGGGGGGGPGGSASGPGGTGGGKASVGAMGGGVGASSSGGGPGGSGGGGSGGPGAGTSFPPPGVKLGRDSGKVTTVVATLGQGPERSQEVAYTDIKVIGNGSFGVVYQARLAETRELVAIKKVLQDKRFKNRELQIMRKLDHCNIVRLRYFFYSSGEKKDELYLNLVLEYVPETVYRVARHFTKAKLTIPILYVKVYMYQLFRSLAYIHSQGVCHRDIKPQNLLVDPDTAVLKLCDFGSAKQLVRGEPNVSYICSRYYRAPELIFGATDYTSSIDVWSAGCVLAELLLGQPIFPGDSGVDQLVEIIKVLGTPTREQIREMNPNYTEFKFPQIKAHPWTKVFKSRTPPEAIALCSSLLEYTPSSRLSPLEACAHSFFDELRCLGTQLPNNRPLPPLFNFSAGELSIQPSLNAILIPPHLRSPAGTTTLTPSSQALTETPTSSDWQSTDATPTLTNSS
# * marks the source's active call; other numbers are inactive results; x = no result given. This is a subset; count on the stated rates, not on these rows.
SMILES,KLF5 inhibitor,Dyrk1A ADPGlo,Platelet DG rel,HSP90 inh,aSyn UTR inh,HSF1 inh,GSK3beta inhib,HSF1 activator,IEC-6 tox,GSK3 alpha inh
CSCC[C@H](NC(=O)c1ccc(Cl)c([N+](=O)[O-])c1)c1nc2ccccc2[nH]1,-4.5,-8.0,-18.5,-4.0,5.2,-3.8,-2.6,37.7,7.0,-0.7
COc1ccc(NC(=O)Nc2ccc(F)c(F)c2)c(OC)c1,-34.7,-0.5,-1.2,-5.5,-43.2,4.0,1.4,10.6,-1.6,9.4
O=C(Nc1ccccc1C(=O)O)c1cccc(NS(=O)(=O)c2ccc(Br)cc2)c1,-20.7,-0.7,2.1,-9.0,-6.2,-1.4,-4.3,-18.5,-10.2,-2.7
Clc1nssc1=Nc1ccc(Br)cc1,23.6,x,-16.2,-1.7,33.7,-17.5,1.7,-19.1,-0.8,x
O=C(Nc1cccc(Cl)c1)Nn1cnnc1,-0.5,9.1,-0.7,0.6,-5.5,-0.6,-24.8,9.4,0.3,-2.2
O=C(c1cccc(F)c1)N1CCN(C2CCCCC2)CC1,-9.9,x,-0.7,2.2,-32.0,x,-1.9,x,-2.2,-3.6
NNC(=O)c1cc2cc3ccccc3nc2s1,-40.9,3.2,3.1,0.4,-94.1,10.3,1.4,15.4,2.3,-1.2
Cc1ncc(CO)c(/C=N/NC(=O)c2ccccc2Br)c1O,-29.7,-0.9,-3.2,0.5,9.3,-0.1,0.3,12.7,2.9,2.0
O=C(NCc1ccco1)/C(=C\c1cccs1)NC(=O)c1ccco1,5.0,-65.8,6.7,-2.6,-1.4,-11.6,-2.1,-29.4,3.1,6.5
COc1ccc(CN2CCN(C(=O)c3ccc4nc(N5CCOCC5)sc4c3)CC2)c(OC)c1OC,-20.4,-0.4,4.8,4.2,5.8,2.4,-1.0,18.2,3.8,-0.1
COc1cc(C2C(C#N)=C(N)Oc3c2oc(CO)cc3=O)ccc1OC(C)C (centres undefined),5.0,-8.6,1.0,-2.2,27.6,-3.3,-2.9,1.7,-5.4,-0.9
Cn1c(SCC(=O)Nc2ccccc2)nc2c([nH]c3ccccc32)c1=O,16.0,0.8,10.6,-0.7,13.4,-3.4,-0.8,16.9,-1.2,-1.0
O=C(O)C1(S(=O)(=O)CCC(F)=C(F)F)CC1,-24.6,7.4,-8.1,-1.1,25.2,1.4,3.0,9.3,-11.6,-2.7
CCOCCCNC(=O)Cn1cnc2c(cnn2-c2ccc(F)cc2)c1=O,-17.3,x,-3.4,0.3,1.3,-3.3,-4.2,-16.3,-0.6,-2.5
O=c1cccccc1NCc1ccccc1,-31.9,1.7,4.3,2.9,-41.2,2.5,-0.4,13.0,-4.0,1.5
ON1C2CCCCC2N(O)C1c1c(F)c(F)c(F)c(F)c1F (centres undefined),-26.8,-5.0,-2.1,-1.4,-6.9,0.2,0.3,9.7,-0.1,-1.6
COCC1CCN(C(=O)C2CCC(=O)N(CC3CCCCC3)C2)CC1 (centres undefined),-49.0,-0.1,-4.5,-0.5,-28.0,5.2,x,2.9,-4.9,-0.1
CCOC(=O)C1(CC2CC2)CCN(S(=O)(=O)C[C@]23CC[C@H](CC2=O)C3(C)C)CC1,-24.4,2.3,2.1,5.5,-19.0,-5.0,0.6,-6.4,3.1,-1.0
CC1CN(C(=O)N2CCCCC2)CCN1C(=O)N1CCCCC1 (centres undefined),-17.6,-4.6,-5.7,-1.5,3.9,5.8,-2.6,-9.1,-3.2,-2.8
CCOC(=O)c1sc2nc(CC(=O)OC)nc(N3CCN(c4ccc(OC)cc4)CC3)c2c1C,-4.4,-3.0,5.4,5.6,38.8,-1.7,-4.2,3.2,-2.4,-2.3
CCCc1cc(=O)[nH]c2nnc(SCC(=O)Nc3nnc(SCC)s3)n12,x,3.0,15.7,x,7.9,-2.8,0.7,-4.4,x,x
O=C(O/N=C\c1ccc(N2CCCCC2)c([N+](=O)[O-])c1)c1ccc(Cl)cc1Cl,-23.0,0.0,14.4,-0.9,-1.5,-0.4,-0.7,5.1,-3.5,1.5
Cc1ccc(S(=O)(=O)N2CCOCC2)cc1NC(=O)COC(=O)c1ccc2c(c1)OCO2,-50.4,1.4,-2.3,0.4,1.0,-0.7,-3.0,3.9,-4.1,1.0
CC(C)N1CCC(N2CCN(C3CCCCCC3)CC2CCO)CC1 (centres undefined),6.0,-8.0,3.9,1.1,-29.6,-8.1,-1.5,3.0,0.2,0.4
CC(=O)c1ccc(N2CCN(C(=S)NCCCN(C)C)CC2)cc1,-14.8,-8.4,-1.2,0.5,-17.0,-1.9,-7.3,-19.4,5.3,1.4
CC(C)OCCCNC(=S)NNC(=O)c1ccc(Cl)c(Cl)c1,-44.2,2.7,-0.5,-2.7,-87.4,11.6,1.1,25.2,2.2,-1.3
CC1CCC(C(=O)NC(C(=O)N2CCC(N3CCCCC3)CC2)C(C)C)CC1 (centres undefined),-15.0,-4.4,6.5,8.2,8.8,-4.9,8.1,5.3,-4.8,-0.6
COc1ccccc1CNC(=O)CCNC(=O)N1CC(=O)Nc2ccccc21,-32.0,-0.6,8.0,-3.1,-5.1,3.6,0.9,4.3,-4.1,-5.2
COc1ccccc1C1NC(=O)NC(C)=C1C(=O)OCc1ccccc1 (centres undefined),-5.4,-7.9,-9.4,-4.5,12.7,7.0,-1.0,13.2,-1.0,2.0
COc1ccc(-c2cc3ncnc(Cl)c3s2)cc1,-43.4,16.8,14.2,11.5,-69.1,26.1,0.9,44.0,2.5,0.1
Cc1nc(N2CCN(C(c3ccccc3)c3ccccc3)CC2)[nH]c(=O)c1C,-3.9,-7.4,-0.8,-3.2,13.1,-1.3,2.7,-10.1,-2.8,x
Cc1ccc(S(=O)(=O)N2CCN(C(=O)c3sccc3C)CC2)cc1,x,-2.7,-8.0,x,11.5,0.0,-4.6,28.7,x,6.0
Nn1c(SCC(=O)Nc2ccc(F)cc2F)nnc1C1CCCCC1,-8.8,3.5,-0.4,-1.5,-64.0,20.1,1.5,32.9,2.0,2.4
COc1ccc(-n2nc3c(c2NC(=O)c2c(F)cccc2Cl)CS(=O)C3)cc1 (centres undefined),-9.7,0.8,-7.0,-0.8,6.3,5.6,-2.7,22.3,0.0,-0.7
Cc1nnc(NC2=NCCCCC2)o1,-2.7,1.5,0.1,-1.4,-3.1,-13.8,-1.2,5.8,8.4,-2.5
COc1cc(NC(=O)CN2C(=O)COc3ccc(S(=O)(=O)N4CCCCC4)cc32)cc(OC)c1,-1.2,3.6,-24.6,0.9,33.8,6.5,4.7,12.8,-3.1,1.6
Cc1ccc(C)n1NC(=O)c1cccs1,-4.6,3.7,5.6,2.7,7.6,1.0,2.2,6.2,-3.0,-0.2
Clc1ccc(-c2nnc(CNC3CC3)o2)cc1,-1.8,-7.7,-2.5,-5.7,-16.4,18.6,0.3,36.5,-3.3,-0.4
Cc1ccccc1NS(=O)(=O)c1ccc(NC(=O)c2ccco2)cc1,-6.0,-3.0,-3.1,3.3,4.8,7.9,-1.6,-5.9,0.6,-4.8
C=CCNC(=S)NNc1nc(N2CCCC2)nc(N2CCCC2)n1,-12.4,x,-0.9,-3.1,-5.4,4.4,-3.3,4.5,-1.3,0.2
O=C(CN1CCC(C(=O)c2ccc(F)cc2)CC1)Nc1ccc(F)cc1,-0.7,1.1,0.9,1.8,9.7,3.5,-0.2,32.2,1.2,-2.7
O=C1NC[C@@H](Cc2cccc3ccccc23)N(CC2(c3ccccc3)CC2)C1=O,x,8.7,-2.9,x,32.2,11.4,0.3,-5.7,x,1.0
O=C(CSCc1nc2ccccc2[nH]1)Nc1ccc2ccccc2c1,-19.8,2.6,-7.9,-4.5,8.1,-2.3,1.6,4.6,5.2,-0.9
O=C(COc1ccccc1)Nc1ccc(Cl)c(-c2nc3ncccc3o2)c1,8.5,4.2,x,2.3,x,x,x,x,2.2,1.1
COc1cc(/C=N\NC(=O)c2ccc(-c3ccccc3)cc2)cc(OC)c1O,-37.5,-1.6,0.2,-3.6,-32.7,-7.8,-5.6,-0.4,-15.7,-0.5
N#Cc1c(SCC(=O)O)nc(N2CCOCC2)c2c1CCCC2,-37.8,6.3,-0.5,-3.1,1.7,-0.5,-1.1,3.8,-4.4,-1.1
COCCn1c(SCC(=O)N2CC(=O)Nc3ccccc32)nnc1-c1ccoc1C,11.2,-0.4,-1.0,0.3,13.0,-9.6,0.9,2.9,0.5,0.2
CCOC(=O)c1c(NC(=O)CCN2CCOCC2)sc(C)c1-c1ccccc1,1.1,13.9,-3.8,0.6,-4.1,1.3,0.8,4.9,-0.3,-3.2

# Filtered by structure: the compounds so far containing a Cl atom.
SMILES,KLF5 inhibitor,Dyrk1A ADPGlo,Platelet DG rel,HSP90 inh,aSyn UTR inh,HSF1 inh,GSK3beta inhib,HSF1 activator,IEC-6 tox,GSK3 alpha inh
CSCC[C@H](NC(=O)c1ccc(Cl)c([N+](=O)[O-])c1)c1nc2ccccc2[nH]1,-4.5,-8.0,-18.5,-4.0,5.2,-3.8,-2.6,37.7,7.0,-0.7
Clc1nssc1=Nc1ccc(Br)cc1,23.6,x,-16.2,-1.7,33.7,-17.5,1.7,-19.1,-0.8,x
O=C(Nc1cccc(Cl)c1)Nn1cnnc1,-0.5,9.1,-0.7,0.6,-5.5,-0.6,-24.8,9.4,0.3,-2.2
O=C(O/N=C\c1ccc(N2CCCCC2)c([N+](=O)[O-])c1)c1ccc(Cl)cc1Cl,-23.0,0.0,14.4,-0.9,-1.5,-0.4,-0.7,5.1,-3.5,1.5
CC(C)OCCCNC(=S)NNC(=O)c1ccc(Cl)c(Cl)c1,-44.2,2.7,-0.5,-2.7,-87.4,11.6,1.1,25.2,2.2,-1.3
COc1ccc(-c2cc3ncnc(Cl)c3s2)cc1,-43.4,16.8,14.2,11.5,-69.1,26.1,0.9,44.0,2.5,0.1
COc1ccc(-n2nc3c(c2NC(=O)c2c(F)cccc2Cl)CS(=O)C3)cc1 (centres undefined),-9.7,0.8,-7.0,-0.8,6.3,5.6,-2.7,22.3,0.0,-0.7
Clc1ccc(-c2nnc(CNC3CC3)o2)cc1,-1.8,-7.7,-2.5,-5.7,-16.4,18.6,0.3,36.5,-3.3,-0.4
O=C(COc1ccccc1)Nc1ccc(Cl)c(-c2nc3ncccc3o2)c1,8.5,4.2,x,2.3,x,x,x,x,2.2,1.1
